# TDP-43 yeast inh = inhibitors of TDP-43 toxicity in yeast; 410,000 compounds, 1.8% hits; TDP-43 expressing yeast growth rescue, BacTiter-Glo, 24 h; Potency, µM (top dose mostly 46.1 µM), for the others: top-dose growth rescue (activation), usual class: activators; also: potency is read from the fitted curve at half-maximal effect; % of control where 0% means no effect; nearly all actives have a fitted effect of over 50% in size
#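 In this qHTS, compounds that restore growth of yeast expressing TDP-43 appear as activators. Cells (OD600=0.02, galactose medium, raffinose-pregrown) are incubated with compound 24 hr at 30 deg C and growth is quantified by BacTiter-Glo.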
# GLP1R ag = activates the human GLP-1 receptor | P43220 | HEK293 GLP-1R CRE-luciferase, luminescence, 4-6 h; cells express a hypersensitive GLP-1R form | Potency, µM (top dose mostly 45.6 µM), for the others: at the highest dose activation, usual class: activators | 380,000 compounds, 0.007% hits | AID 624172; also: potency is read from the fitted curve at half-maximal effect; % of control where 0% means no effect
# Target sequence (P43220 whole entry, looked up): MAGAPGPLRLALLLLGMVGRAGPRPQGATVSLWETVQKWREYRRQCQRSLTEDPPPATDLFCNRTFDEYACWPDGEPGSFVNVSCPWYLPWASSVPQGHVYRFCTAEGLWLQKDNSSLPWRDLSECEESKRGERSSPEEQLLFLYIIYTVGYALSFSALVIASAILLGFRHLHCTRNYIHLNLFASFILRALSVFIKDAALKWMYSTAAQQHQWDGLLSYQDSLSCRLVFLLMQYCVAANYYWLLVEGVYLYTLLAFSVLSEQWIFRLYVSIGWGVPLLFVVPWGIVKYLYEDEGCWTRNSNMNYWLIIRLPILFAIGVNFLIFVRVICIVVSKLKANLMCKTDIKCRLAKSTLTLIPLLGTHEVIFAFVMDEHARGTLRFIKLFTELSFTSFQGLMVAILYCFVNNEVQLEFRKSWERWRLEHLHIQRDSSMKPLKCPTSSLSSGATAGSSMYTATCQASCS
# pAkt inh = blocks phosphorylation of Akt | 360,000 compounds, 0.32% hits | Neuro2A IGF-stimulated pAkt S473 HTRF, 20 min; hits give low values | activity change, % for hits at 50 µM | AID 651550; in the data active = activity change below about -80%; inconclusive = mostly about -51% to -80%; also: % is scaled to controls: 0 for no effect and ±100 for the full control effect
#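 Neuro2A cells in DMEM with 0.5% FBS, overnight at 37 deg C, given compound at single 50 µM final, then IGF (6 nM final) for 20 min at 37 deg C. Lysed; phospho-Akt Ser473 by HTRF after 24 h, 665/615 ratio.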
# GLP1R inv ag = inverse agonists of human GLP-1 receptor; HEK293 GLP-1R CRE-luciferase, luminescence, 24 h; GLP-1R form is constitutively active; Potency, µM (top dose mostly 38.3 µM), for the others: at the top dose activity change, negative = inhibition, hits mostly inhibitors; 410,000 compounds, 1.6% hits; AID 624417; also: potency is read from the fitted curve at half-maximal effect; % is scaled to controls: 0 for no effect and ±100 for the full control effect; nearly all actives have a fitted effect of over 55% in size
#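 Inverse agonism was detected as reduced cAMP-driven luciferase luminescence after 24 h compound treatment. The cells were HEK293 clones expressing constitutively active human GLP-1R with the reporter. Reporter-only and GPR119 cell lines served as counterscreen controls.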
# Abeta rescue = compounds reversing amyloid beta toxicity in yeast; 410,000 compounds, 0.063% hits; yeast expressing A-beta42, growth rescue, OD600, 48 h; response scale: 0% DMSO, 100% iron-clioquinol control; Potency, µM (doses to about 46.1 µM), inactives show at the top dose growth rescue, most hits filed as activators; AID 1347071; also: potency is read from the fitted curve at half-maximal effect; nearly all actives have a fitted effect of over 55% in size
#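 Yeast A-beta toxicity model in growth medium with pinned compounds, 48 h at 30 C; growth read as absorbance at 600 nm. Normalized to FeCl3/clioquinol equimolar mix (positive) and DMSO (negative).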
# FUS yeast rescue = FUS proteinopathy suppression in yeast; S. cerevisiae FUS-expressing, growth rescue, OD600, 24 h; Potency, µM (top dose mostly 76.6 µM), for the others: at the top dose growth rescue (activation), hits mostly activators; 390,000 compounds, 0.24% hits; AID 1347120;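 also: potency is read from the fitted curve at half-maximal effect; plate controls were DMSO vehicle for no effect and reference control for full effect; nearly all actives have a fitted effect of over 55% in size; some results filed as inactive show a strong effect at the top dose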
#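 Galactose (2%) drives FUS expression in yeast precultured in raffinose; seeding density OD 0.005. Test compounds incubated 24hr at 30C and 99% humidity before absorbance at 600 nm was measured.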
# DRD3 antagonist = blocks the human D3 dopamine receptor; P35462; D3R cells, DiscoveRx beta-arrestin luminescence, antagonist mode; hits give low values; max response, negative = inhibition, %; 360,000 compounds, 2.5% hits; in the data active = max response below about -50%; inconclusive = no clear call, values can overlap the other calls; also: % is scaled to controls: 0 for no effect and ±100 for the full control effect; mostly tested at two doses, the higher about 12 µM
#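 Cells expressing the human receptor were seeded at 1500 cells/well, incubated overnight at 37 degrees C in 5% CO2, then exposed to library compounds with dopamine controls for 90 minutes at 37 degrees C before luminescent detection.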
# PTHR1 agonist = activates the human parathyroid hormone receptor PTHR1. HEK293 GP2 PTHR1 cells, GloSensor cAMP luminescence, 1 h. Q03431. 410,000 compounds, 0.075% hits. Potency, µM (titrated, usually from 115 µM), without a hit: at the highest dose activation, most hits filed as activators; also: potency is read from the fitted curve at half-maximal effect; nearly all actives have a fitted effect of over 55% in size; some results filed as inactive show a strong effect at the top dose; inactives centre near -15; many of its hits are not listed in these tables
# Target sequence (Q03431 whole entry, looked up): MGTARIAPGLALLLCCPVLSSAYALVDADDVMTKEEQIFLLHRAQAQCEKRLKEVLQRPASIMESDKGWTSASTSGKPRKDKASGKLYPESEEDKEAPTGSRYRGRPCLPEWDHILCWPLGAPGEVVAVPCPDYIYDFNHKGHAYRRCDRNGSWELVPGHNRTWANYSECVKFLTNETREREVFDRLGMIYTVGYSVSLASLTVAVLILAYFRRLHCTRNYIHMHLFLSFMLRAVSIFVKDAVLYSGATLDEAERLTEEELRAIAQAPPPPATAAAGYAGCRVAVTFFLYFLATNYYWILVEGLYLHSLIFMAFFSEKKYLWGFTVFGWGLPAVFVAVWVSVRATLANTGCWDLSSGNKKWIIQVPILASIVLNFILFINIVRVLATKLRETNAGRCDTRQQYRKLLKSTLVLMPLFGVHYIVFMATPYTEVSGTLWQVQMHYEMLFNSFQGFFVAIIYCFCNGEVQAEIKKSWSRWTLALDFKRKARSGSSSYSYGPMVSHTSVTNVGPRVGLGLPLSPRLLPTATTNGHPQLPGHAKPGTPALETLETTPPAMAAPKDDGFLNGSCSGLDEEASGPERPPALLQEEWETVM
#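 HEK-293-derived GP2 cells expressing PTHR1 and a GloSensor cAMP reporter, 3,000/well, plated overnight, given luciferin plus IBMX (each 0.5 mM as added) for 1 h at 37 °C, then compound for 1 h at 37 °C. Luminescence was read after 15 min at room temperature.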
# aSyn yeast inh = rescues yeast growth from alpha-synuclein toxicity; Yeast expressing alpha-synuclein, growth rescue, BacTiter-Glo, 24 h; Potency, µM (doses to about 46.1 µM), for the others: at the top dose growth rescue (activation), usual class: activators; 370,000 compounds, 0.14% hits; also: potency is read from the fitted curve at half-maximal effect; % of control where 0% means no effect; nearly all actives have a fitted effect of over 65% in size
#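 Readout is rescue of growth in alpha-synuclein-expressing yeast, so inhibitors of toxicity appear as activators. Growth after 24 hr at 30 deg C in galactose medium is quantified by luminescence.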
# * marks the source's active call; other numbers are inactive results; i = inactive; ? = inconclusive; / = not tested or not shown; [ ] = remark or other dose. Unless noted, calls follow the shape of the dose curve; as a rule, active = well fitted curve in the direction sought with a large enough effect; inconclusive = small, poorly fitted or top-dose-only effect, or another doubt; inactive = no such curve, though single readings can be large; an effect the other way counts as inactive or inconclusive.
SMILES,TDP-43 yeast inh,GLP1R ag,pAkt inh,GLP1R inv ag,Abeta rescue,FUS yeast rescue,DRD3 antagonist,PTHR1 agonist,aSyn yeast inh
O=C(C(=O)N1CCC(Cc2ccccc2)CC1)c1cccc(Br)c1,-9%,/,i,?,-6%,22%,-11,-52%[inhibitor],4%
COc1ccc(OCC(=O)OCC(=O)NCC2CCCCC2)cc1,0%,-4%,i,11%,-5%,30%,-13,-11%,0%
O=C(Cn1cc(S(=O)(=O)Cc2ccccc2Cl)c2ccccc21)NCCc1ccccc1,9%,/,/,9%,-3%,4%,/,-8%,/
CC1(C)Cc2c(sc3ncnc(N)c23)CO1,-4%,-2%,i,3%,-6%,19%,0,-23%,-6%
Cc1cc2nc(C(F)(F)F)cc(-c3cccs3)n2n1,8%,17%,i,41%[activator],-22%,-29%,3,-20%,-5%
C/C(N)=C(/C#N)C(=O)CSc1nc(-c2ccccc2)c(-c2ccccc2)o1,4%,22%,i,?,0%,2%,5,-15%,-8%
Cc1ccc(OCC(=O)Nc2ccc(C)c(F)c2)c([N+](=O)[O-])n1,-23%,25%,i,66%[activator],-6%,14%,?,-18%,0%
COc1cc(NC(=O)CSCC(=O)Nc2cc(OC)cc(OC)c2)cc(OC)c1,8%,5%,i,?,5%,-25%,-21,-13%,13%
NS(=O)(=O)c1ccc(NC(=O)COC(=O)CCCN2C(=O)c3cccc4cccc(c34)C2=O)cc1,12%,20%,i,37%[activator],-2%,19%,-11,i,10%
CN1CCN(C(=O)C23CCC(C)(C(=O)C2Br)C3(C)C)CC1 (stereo unspecified),-8%,-1%,i,13%,-3%,-29%,2,i,-11%
CC(C)COc1ccc(/C(O)=C2/C(=O)C(=O)N(CCN(C)C)C2c2ccncc2)cc1 (stereo unspecified),11%,-3%,i,5%,-1%,12%,-7,i,2%
CC(C)c1nnc(NC(=O)c2ccc3ccccc3c2)s1,-5%,6%,i,9%,1%,/,0,i,-5%
O=C(/C=C(/c1ccc(Cl)cc1)n1cncn1)c1ccccc1,29%,6%,i,?,16%,1%,2,-13%,2%
CC1CCCCN1CCCNC(=O)C1CCCN(c2ncnc3c2nc2n3CCCCC2)C1 (stereo unspecified),3%,7%,i,?,5%,17%,1,i,-3%
Cc1ccc(S(=O)(=O)Nc2ccc(NC(=O)CN3CCCCC3)cc2)cc1,4%,-9%,i,?,22%,1%,-60*,12%[57.5 µM],1%
Fc1ccc(CSc2nnc(-c3ccccn3)o2)cc1,13µM*,15%,i,-9%,-5%,-16%,1,-32%,-2%
Cc1ccc2nc(Nc3ccccc3O)nc(-c3ccccc3)c2c1,-16%,-3%,i,4%,-10%,-1%,-19,14%[57.5 µM],-6%
CCOC(=O)c1c(NC(=O)COc2cccc3c2CCN(C)C3=O)sc2c1CCC2,19%,-1%,i,19%,21%,21%,93,-38%[inhibitor],4%
CO/N=C/c1c(-c2ccc(Cl)cc2)nc2cc(C)ccn12,-5%[0.397 µM],1%,i,?,2%,14%,0,i,1%
CC(=O)Nc1ccc(NC(=O)CSc2ncnc3sc(C)c(C)c23)cc1,16%,21%,i,68%[activator],6%,14%,1,i,-2%
CCOC(=O)C1C(=O)NC(c2ccccc2)=NC1c1ccc(OC)cc1 (stereo unspecified),-12%,6%,i,-5%,9%,-10%,4,i,-1%
CCOC(=O)C1CCC(CN(Cc2c(Cl)cccc2Cl)S(=O)(=O)c2ccc(F)cc2)CC1 (stereo unspecified),27%,/,/,?,27%,23%,/,-16%,/
CC1=Nc2ccccc2/C1=C/c1nc(-c2ccc(C)s2)oc1O,?,-1%,i,-6%,4%,-18%,-2,-37%[inhibitor],3%
NC(=O)C1CCN(C(=S)NCc2ccc3c(c2)OCO3)CC1,10%,0%,i,14%,-11%,-8%,22,i,4%
O=C1N=c2ccc([N+](=O)[O-])cc2=C1c1sc(=O)[nH]c1O,-16%,5%,i,1%,-3%,0%,-8,-9%,7%
O=C(Nc1ccc(N2C(=O)c3cccc4cccc(c34)C2=O)cc1)c1ccc(N2CCCCC2)c([N+](=O)[O-])c1,4%,0%,i,14%,9%,/,-11,i,-7%
NS(=O)(=O)c1ccc(CCNC(=O)CSc2nc3ccccc3c(=O)n2CCC(=O)N2CCCCC2)cc1,18%,3%,i,10%,6%,-7%,12,-13%,-1%
CCc1ccc(C(c2ccccc2)c2c(C)[nH]c3ccccc23)s1 (stereo unspecified),9%,-8%,/,?,19%,12%,/,-46%[inhibitor],3%
O=C(COC(=O)c1ccc([N+](=O)[O-])o1)NCc1ccc(F)cc1,?,0%,i,13%,-74%[inhibitor],-4%,-4,-4%,-1%[1.84 µM]
O=C(NCCCN1CCCC1=O)c1cncc(Br)c1,9%,10%,i,0%,-9%,15%,?,?,-2%
COc1ccc(OCC(=O)OC2CCCN(C)C2)cc1 (stereo unspecified),-8%,4%,i,13%,1%,1%,-4,-14%,1%
Cc1cc(OCC(=O)OCC(=O)NC2CCCCC2C)ccc1Cl (stereo unspecified),6%,-1%,i,13%,4%,-13%,1,i,-1%
CN(CC(=O)Nc1ccccc1Br)C(=O)c1ccccc1OCc1ccc(Cl)cc1,?,12%,i,?,-24%,/,-18,-2%,-7%
Cc1ccc(NC(=S)NC(=O)c2ccccc2)cc1NC(=S)NC(=O)c1ccccc1,4%,-5%,i,-14%,7%,-9%,10,-1%,-10%
COc1ccc(Br)cc1CN(C)CC(O)COc1ccc(Br)cc1 (stereo unspecified),-3%,24%,i,?,-10%,5%,-3,-10%,5%
CS(=O)(=O)Nc1ccc(C(=O)NCCSCc2c(F)cccc2Cl)cc1,6%,9%,i,-27%,1%,12%,15,-26%,-10%
COc1ccc(N2CCN(c3cc(=O)n(Cc4ccc(F)cc4)c(=O)[nH]3)CC2)cc1,21%,0%,i,-27%,1%,5%,-15,-27%,0%
O=C(Nc1ccc(Cl)cc1)N1CCN(Cc2ccc3c(c2)OCO3)CC1,-12%,29%,i,?,-3%,7%,-12,-34%[inhibitor],0%
COc1cc(C(=O)Nc2ccc(NC(=O)c3ccc(Br)cc3)cc2)cc(OC)c1OC,16%,/,/,10%,-5%,8%,/,-36%[inhibitor],/
O=C(O)CSCC(=O)N1CCCN(c2nccc(C(F)(F)F)n2)CC1,6%,-2%,i,3%,-9%,-30%,5,i,0%
COc1ccc(CC(=O)NCc2nnc(SCC(=O)Nc3ccc(OC)cc3)n2C)cc1,-5%,-3%,i,15%,-5%,-23%,-2,i,-2%
CCN(CC)c1ccc(C(=O)NC(=S)Nc2cc(S(=O)(=O)N3CCOCC3)ccc2-n2cncn2)cc1,5%,9%,i,-4%,-7%,22%,14,-23%,4%
Cc1ccccc1N1CCN(C(=O)c2cc(-c3ccccc3)nc3c2cnn3C(C)C)CC1,4%,-3%,i,5%,3%,-52%,9,i,-5%
C#CCOCCOCCOCCNc1nc(N2CCN(C(=O)CCCCCCCCCCNC(=O)Cn3cc(C[C@@H](C)O)nn3)CC2)nc(N2CCN(C(=O)CCCCCCCCCCNC(=O)[C@H](CO)n3cc(CCCSC)nn3)CC2)n1,25%,14%,i,5%,-10%,?,22,-11%,-2%
Cc1cccc(N2CCN(C(=O)CN3C(=O)NC4(CCCCCC4)C3=O)CC2)c1C,-16%,9%,i,?,5%,19%,-6,-24%,3%
O=C(O)c1cc(-n2cccc2)ccc1N1CCOCC1,11%,0%,i,4%,9%,12%,25,i,2%
Cc1cc(O)cc(O)c1C(=O)Cc1cscn1,0%,-17%,i,8%,13%,-1%,16,-2%,-2%
CC(C)(C)NS(=O)(=O)c1cnc(Cl)c(Cl)c1,-18%,5%,i,?,-6%,-7%,36,i,-4%

# Results in aSyn yeast inh, for some of the entries so far:
canonical_smiles	aSyn yeast inh
CS(=O)(=O)Nc1ccc(C(=O)NCCSCc2c(F)cccc2Cl)cc1	-10%
COc1ccc(OCC(=O)OCC(=O)NCC2CCCCC2)cc1	0%

# Other entries follow.
SMILES,TDP-43 yeast inh,GLP1R ag,pAkt inh,GLP1R inv ag,Abeta rescue,FUS yeast rescue,DRD3 antagonist,PTHR1 agonist,aSyn yeast inh
CC1(C)CC(NS(=O)(=O)c2ccc3ccccc3c2)CC(C)(C)N1,-6%,4%,i,11µM*,3%,-1%,?,21%,5%
Cc1ccccc1CN1C(=O)c2ccccc2Sc2ccc(C(=O)NCCc3ccccc3)cc21,0%,/,/,?,1%,?,/,7%,/
Cc1ccc(CNC(=O)C2CCN(S(=O)(=O)c3cccs3)CC2)o1,-10%,-12%,i,2%,7%,?,-13,i,8%
CCc1nn(CC(=O)NCCc2ccc(OC)cc2OC)c(=O)c2cc3sccc3n12,8%,/,/,2%,-31%[inhibitor],18%,/,1%,/
Nc1nonc1C(=O)OCC(=O)N1CCCCC1,12%,1%,i,1%,-12%[9.22 µM],-56%,11,-1%,-1%
Cc1cccnc1NC1(C(F)(F)F)N=C(c2ccccc2)NC1=O (stereo unspecified),-11%,-8%,i,10%,12%,-9%,2,i,4%
CCCOC(=O)c1ccc(OCC(O)CN2CCN(C(=O)c3ccccc3)CC2)cc1 (stereo unspecified),5%,-2%,-128%*,-11%,-5%,-8%,-1,-23%,-1%
CCN(CC)S(=O)(=O)c1ccc(N2CCOCC2)c(NS(=O)(=O)c2ccc(OC)cc2)c1,-13%,1%,i,7%,-16%,17%,-10,-2%,-7%
CC(=O)NC(CC(=O)Nc1ccc(S(=O)(=O)NC2=NCCCCC2)cc1)c1ccccc1 (stereo unspecified),0%,-3%,i,-4%,-13%,-15%,-14,i,-1%
CCCc1c(C)nc(N2CCN(c3ccccc3F)CC2)[nH]c1=O,11%,9%,i,6%,3%,-24%,7,-12%,0%

# An excerpt; rates above refer to the full screens.
